M1 ag – human M1 muscarinic receptor agonism | P11229 | CHO-K1 hM1, Fluo-8 calcium fluorescence, agonist mode; 0% DMSO, 100% acetylcholine EC100 | activation, % at 3 µM | 360,000 tested, 0.33% active;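 active = activation above the run's mean compound activation plus 3 SD, cut at about 16% in these data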;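 note: peak over basal fluorescence ratio within a 140 s kinetic read after compound addition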
Target sequence (P11229 whole entry, looked up): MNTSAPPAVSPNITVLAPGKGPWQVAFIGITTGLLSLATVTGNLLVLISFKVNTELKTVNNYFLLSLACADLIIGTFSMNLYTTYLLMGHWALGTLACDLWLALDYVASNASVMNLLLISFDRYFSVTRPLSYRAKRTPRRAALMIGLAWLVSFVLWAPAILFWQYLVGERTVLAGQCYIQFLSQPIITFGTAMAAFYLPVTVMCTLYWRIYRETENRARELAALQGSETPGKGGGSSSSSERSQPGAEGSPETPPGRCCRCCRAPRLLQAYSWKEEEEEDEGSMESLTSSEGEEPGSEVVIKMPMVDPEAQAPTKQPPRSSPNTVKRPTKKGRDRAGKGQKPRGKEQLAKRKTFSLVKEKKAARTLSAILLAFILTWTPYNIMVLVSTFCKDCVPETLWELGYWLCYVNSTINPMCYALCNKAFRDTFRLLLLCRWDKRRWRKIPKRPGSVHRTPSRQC
OXTR potentiate – human OXTR potentiation; activation, % at 3 µM; CHO-OTR cells, Fluo-8 calcium fluorescence, potentiator mode; 0% = oxytocin EC15, 100% = EC100; 320,000 tested, 0.061% active; AID 2445;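 active = activation above that plate's cutoff, the mean activation of tested compounds plus 3 SD, cut at about 6.6% in these data, passing the limit was not always enough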;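 note: 100% uses oxytocin at 75 nM as the full agonist control; some results filed as inactive read as strong as hits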
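Replication – single well per compound, singlicate · Assay system – CHO cell line stably expressing human OTR · Timing – 6 min pre-incubation, 100 s read · Measure – normalized max/min fluorescence ratio, % activation · Doses – 3.0 µM, one dose · Detection – Fluo-8 calcium dye fluorescence · Probe or stimulus – oxytocin near EC15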
CHRM4 antagonist – CHRM4 antagonism in calcium assay | P08173 | CHO-hM4 cells, ACh EC80, Fluo-8 calcium fluorescence | inhibition, % at 3 µM | 360,000 tested, 0.73% active;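 active = inhibition above its plate's cutoff, the mean inhibition of sample wells plus 3 SD, cut at about 27% in these data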;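 note: 0% = acetylcholine EC80 with DMSO and 100% = DMSO without agonist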
Target sequence (P08173 whole entry, looked up): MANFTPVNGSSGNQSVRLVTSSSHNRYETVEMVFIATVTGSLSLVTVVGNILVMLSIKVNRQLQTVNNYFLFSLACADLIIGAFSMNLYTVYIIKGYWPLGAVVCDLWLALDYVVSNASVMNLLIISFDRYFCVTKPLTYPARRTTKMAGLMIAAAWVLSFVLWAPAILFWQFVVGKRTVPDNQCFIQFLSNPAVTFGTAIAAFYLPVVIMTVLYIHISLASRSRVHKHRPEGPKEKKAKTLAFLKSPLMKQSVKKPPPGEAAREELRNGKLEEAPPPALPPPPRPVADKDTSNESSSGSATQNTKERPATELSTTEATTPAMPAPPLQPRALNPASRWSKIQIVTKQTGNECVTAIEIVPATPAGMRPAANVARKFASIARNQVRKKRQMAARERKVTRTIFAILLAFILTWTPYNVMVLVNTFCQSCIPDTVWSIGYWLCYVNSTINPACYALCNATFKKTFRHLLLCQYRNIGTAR
CHO-K1 Ca antag – counter-screen for M1 antagonists: effect in parental CHO-K1 cells; 360,000 tested, 0.6% active; inhibition, % at 3 µM; AID 602250; ATP-induced calcium, Fluo-8 fluorescence;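 active = inhibition above a per-plate cutoff, the plate's mean sample inhibition plus 3 SD, cut at about 24% in these data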;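 note: 0% = DMSO plus EC80 ATP and 100% = DMSO alone without ATP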
CHRM4 agonist – agonists of human muscarinic M4 receptor (CHRM4); P08173; activation, % at 3 µM; CHO-K1 hM4/Gqi5, Fluo-8 calcium fluorescence; vehicle 0%, full acetylcholine response 100%; AID 624127; 360,000 tested, 0.14% active;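 active = activation above the run mean over all test wells plus 3 SD, cut at about 32% in these data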;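 note: peak over basal fluorescence ratio per well then scaled between controls; 0% = DMSO wells and 100% = acetylcholine at EC100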
CHRM1 PAM – human CHRM1 positive allosteric modulation; P11229; 360,000 tested, 0.088% active; activation, % at 3 µM; CHO-K1 hM1, Fluo-8 calcium fluorescence, ACh EC20; 0% = ACh EC20, 100% = maximal ACh; AID 588819; in the data active = activation above about 19%, passing the limit was not always enough
M1 ag parental – counter-screen for M1 agonists: effect in parental CHO-K1 cells; 360,000 tested, 0.48% active; activation, % at 3 µM; Fluo-8 calcium fluorescence; scaled to maximal ATP response, vehicle zero; AID 602248; in the data active = activation above about 15%;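 note: untransfected CHO-K1 host cells lacking M1 receptor as counterscreen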
CHO parental Ca – signal in parental CHO cells, OX1R antagonist counter-screen; 330,000 tested, 0.63% active; parental CHO-K1, ATP-induced calcium, Fluo-8 fluorescence; inhibition, % at 5.6 µM;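 active = inhibition above that plate's mean sample inhibition plus 3 SD, cut at about 26% in these data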;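 note: 0% = ATP-challenged DMSO wells and 100% = DMSO wells without ATP; some compounds past the cut are filed as inactive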
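Test system: untransfected parental CHO cell line; also added: ATP stimulus; dosing: 5.6 µM, single dose; signal: calcium-sensitive Fluo-8 fluorescence; measure: percent inhibition of ATP-evoked calcium rise, normalized to controls; benchmarks: low control ATP plus DMSO, high control DMSO only; replication: one well per compound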
M1 antag – antagonists of human M1 muscarinic receptor; P11229; inhibition, % at 3 µM; 360,000 tested, 1.3% active; AID 588852; CHO-K1 hM1, Fluo-8 calcium fluorescence, ACh EC80 antagonist;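 active = percent inhibition above its own plate's cutoff, namely the mean of that plate's compound wells plus 3 SD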;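 note: peak over basal fluorescence ratio during 140 s after agonist addition; 0% = ACh EC80 plus DMSO and 100% = DMSO alone without agonist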
* = called active by the depositor; nt = not tested or not shown; & = joins results of further samples.

SMILES	M1 ag	OXTR potentiate	CHRM4 antagonist	CHO-K1 Ca antag	CHRM4 agonist	CHRM1 PAM	M1 ag parental	CHO parental Ca	M1 antag
CC(C)c1ccc(OCC(=O)NCc2ccccc2)cc1	-2	-4	-1	-8	-2	9	-0.2	-10	-10
Cc1ccc(NC(=O)C2(C)CCN2C(=O)Cc2cc(F)ccc2F)cc1 (stereo not given)	-2	nt	-7	-19	0	3	0.3	nt	-8
O=C(O)COc1cccc2ccccc12	-1	1	-2	-22	1	9	-0.1	-12	-4
COc1ccc(S(=O)(=O)NC2(C(F)(F)F)N=C3SCCN3C2=O)cc1 (stereo not given)	1	1	-9	7	1	12	0.1	-2	-5
O=C(NCCN1CCCOC1=O)C(=O)NCCN1CCCOC1=O	-2	-7	0	-15	1	8	1.0	-4	-11
CCN(CC)C(=O)CSc1nnc2nnc3cc(Cl)ccc3n12	-6	0	-4	-9	1	8	0.8	-16	-8
CCOC(=O)c1c(C)c[nH]c1C	-5	-11	-2	-5	1	3	-0.2	17	-3
Cc1ccc(CNS(=O)(=O)NCc2ccccc2F)cc1	-10	-6	5	-5	-1	14	0.3	2	-9
Cc1ccc(C)c(-n2c(-c3csc(C)c3)n[nH]c2=S)c1	-5	-7	-3	4	-2	-5	-0.2	-12	11
COc1ccc(S(=O)(=O)N(C)C)cc1NC(=O)CN1C(=O)NC2(CCCC2)C1=O	-2	-8	10	-9	1	5	0.6	8	-5
CCc1ccc(OCc2n[nH]c(=S)n2Cc2ccccc2)cc1	-8	-5	8	13	-1	-8	-0.3	-8	3
Cn1c(NC(=O)c2ccccc2Br)cc(=O)n(C)c1=O	-1	-6	-4	-2	0	6	0.8	6	-3
O=C(O)C1CCN(C(=O)c2cccc3ccccc23)CC1	-4	2	-26	-22	1	3	1.1	4	-7
C#CCOCCOCCOCCNc1nc(N2CCN(C(=O)Cn3cc(CCO)nn3)CC2)nc(N2CCN(C(=O)Cn3cc(CCCN=C(N)N)nn3)CC2)n1	-7	nt	3	-8	2	12	0.6	nt	-12
C=CCOc1ccc(-c2nc3c(c(=O)[nH]c(=O)n3CCC)n2CCCC)cc1	-3	-9	-6	-17	0	-1	0.9	-16	1
COc1cccc(-c2cc(C(=O)N3CCN(S(=O)(=O)c4ccc(Br)cc4)CC3)[nH]n2)c1	0	-3	6	1	1	11	-0.1	-8	-12
CC1=NN(C(=O)COc2ccc(C)c(C)c2)C(O)(c2ccccc2)C1 (stereo not given)	0	2	2	6	0	5	-0.7	-11	-11
COc1oc(-c2ccc(Cl)cc2)nc1C(F)(F)F	-3	-7	8	3	0	8	0.2	0	-6
Cc1ccc(Nc2nc(CSc3nnnn3-c3ccccc3)cs2)cc1	-4	-22	-5	0	1	-2	0.3	13	6
CSc1ccc(S(=O)(=O)NC2CC2)cc1	-7	-13	-8	-7	0	0	0.2	-1	0
Cc1ccc2nc3c(cc(C(=O)NCC4CCCO4)c(=N)n3C3CCCC3)c(=O)n2c1 (stereo not given)	-15	-7	2	-15	1	10	-0.2	-13	-10
Cc1ccc(CN2C(=O)C(CC(C)C)Nc3ncnc(N4CCN(c5ccccn5)CC4)c32)cc1 (stereo not given)	-11	-7	8	-8	6	-29	-0.1	-18	34*
CC(C)COP(=O)(c1ccc(N(C)C)cc1)C(Nc1ccccc1)c1ccccc1 (stereo not given)	-7	-4	-19	-5	1	5	0.7	-10	-11
O=S1(=O)N[C@H](c2ccccc2)C[C@H](c2ccc(C(F)(F)F)cc2)O1	-6	-3	18	-12	2	0	0.6	-7	3
Cc1cc(Cl)ccc1-c1cc2nc(NCCCN(C)C)n(C)c(=O)c2s1	-4	nt	-4	-7	1	4	0.0	nt	-11
O=[N+]([O-])c1ccc(N/N=C\c2ccccc2OCc2ccccc2)cc1	-3	-10	-2	0	1	-9	0.7	10	12
COc1ccc(-c2ncncc2-c2ccc(OC)c(OC)c2)c(O)c1	0	nt	-6	6	0	8	1.2	nt	-8
CCc1ccc(S(=O)(=O)NCc2ccc(C(=O)NCCN(Cc3ccccc3)C(C)C)cc2)cc1	-4	nt	24	9	12	-33	6.7	nt	68*
COC(c1ccccc1)c1nnc(CCC(=O)N2CCN(Cc3cccs3)CC2)o1 (stereo not given)	-1	-3	1	-17	2	11	1.0	-8	-13
O=S(=O)(Cc1ccccc1)Nn1cnnc1	-1	9	6	-2	0	0	0.2	-4	-3
CC1CC1c1ccc(/C=C(\C#N)C(=O)Nc2ccc(Cl)cc2Cl)o1 (stereo not given)	-5	-2	-11	-3	1	8	0.5	-25	-8
Cc1cccc(S(=O)(=O)N(C)C[C@H]2OCc3cnnn3CCCC(=O)N([C@H](C)CO)C[C@@H]2C)c1	-4	nt	-1	10	0	8	5.3	nt	-15
COc1ccccc1N(C)C(=O)c1cc(S(=O)(=O)N2CCc3ccccc32)cn1C	-4	-4	-4	16	1	3	0.1	-6	-15
Cc1nnc(NC(=O)CSc2nccn2-c2ccc(F)cc2)s1	-5	-8	1	-15	2	3	1.0	-32	-2
O=C(C1CCCO1)N1CCN(C(=S)Nc2ccccc2C(F)(F)F)CC1 (stereo not given)	-2	8	6	5	0	16	1.9	2	-7
O=C(Cn1cnc2c(NCc3ccccc3)ncnc21)NCCCN1CCCC1=O	-4	nt	0	-9	1	7	1.0	-8	-12
CC1(C)Cc2c(cnn2-c2ccccc2)C(=O)/C1=N\NC(=O)c1ccccc1N	-1	-2	-7	-24	1	3	0.6	-16	-2
N/N=c1\sc2ccccc2n1-c1ccccc1	-3	-8	2	-6	0	3	0.3	-4	-21
COc1ccc(C(=O)N=C2SC3CS(=O)(=O)CC3N2Cc2ccc(OC)c(OC)c2)cc1 (stereo not given)	-2	-5	2	-11	1	5	0.9	-9	-6
COc1ccc(-c2cc(NC=O)c3ncc(-c4ccc(OC)c(OC)c4)n3c2)c(OC)c1	-5	nt	-3	-3	4	-2	1.4	nt	5
COc1ccc(N(CC(=O)Nc2ccc3c(c2)OCO3)S(=O)(=O)c2ccccc2)c(OC)c1	-2	-21	11	0	10	-4	2.7	-9	18
CCOc1ccc(Nc2nc(C)cc(C)c2C#N)cc1	-8	1	11	-15	1	-6	0.2	1	10
O=[N+]([O-])c1ccc(OCCN2CCCCCC2)cc1	-11	-6	1	-2	1	-25	-0.3	-5	11
Cc1ccc(-n2cccc2/C=C2/NC(=O)N(CC(=O)Nc3cccc(C)c3)C2=O)cc1	-1	-10	-2	-6	0	7	0.6	-11	-8
O=c1[nH]cc(I)cc1I	-4	nt	-3	-7	2	9	1.4	nt	-9
Cc1cccc(N(C(=O)c2ccc(CN3CCOCC3)o2)C(C(=O)NC2CCCCC2)c2ccc(F)cc2)c1 (stereo not given)	-4	-7	-17	-14	0	3	0.0	-16	-4
CCOC(=O)c1cccc(NC(=O)C2(S(=O)(=O)c3ccc(C)cc3)CC2)c1	-3	-5	-2	-6	-2	-1	1.2	-24	-7
NC(=O)c1c(N)sc2c1CCCC2	-2	-2	-4	-14	1	16	0.5	5	-7
CCCN(CCC)CCNC(=O)Cn1cc2c(n1)-c1c(oc(C(=O)N3CCCC3)c1C)CC2	-8	nt	-14	-8	0	0	0.1	nt	-1
Cc1ccccc1C(=O)NNC(=O)c1cc(S(=O)(=O)N2CCOCC2)ccc1C	2	-2	-12	-11	1	11	0.3	0	-3
COc1ccccc1C(=O)NNC(=O)c1ccc2ccccc2c1	-4	-14	-3	-2	2	9	3.8	16	-5
COc1ccc(CCn2c(-c3ccco3)nc3nc4ccccc4nc32)cc1	1	-12	1	2	10	1	3.5	-12	-27
Cc1cc(C)cc(NS(=O)(=O)CCCS(=O)(=O)Nc2cc(C)cc(C)c2)c1	1	nt	-4	-15	3	2	0.7	nt	-5
COc1ccccc1/C=C/C(=O)OCC(=O)Nc1cc(C(F)(F)F)ccc1N1CCOCC1	-4	nt	3	-2	0	11	0.3	nt	-9
Cc1cccc(C(=O)NCC(=O)NCC2COc3ccccc3O2)c1 (stereo not given)	-1	4	-5	8	1	9	-0.3	-21	-8
CCCN(CC(=O)Nc1ccccc1C)C(=O)c1ccc(OCC(=O)N2CCOCC2)c(OCC)c1	-2	nt	-6	-18	5	14	1.5	nt	-11
CC1(C)CCC(C)(C)NC(=S)N1	-2&-4	-11	-3&-2	-9&-10	1&1	3&4	0.5&0.7	11	-2&-8
O=C(Nc1ccc(F)cc1F)C1CCCN1S(=O)(=O)c1ccc(-c2ccc(=O)[nH]n2)s1 (stereo not given)	-2	-6	6	18	2	2	0.4	-18	2
COC(=O)C1=CNC=C(C(=O)OC)C1c1ccccc1Cl	-2	-8	3	-17	-2	10	0.1	-9	-12
C=CCn1c(SCn2nnc3ccccc3c2=O)nc2scc(-c3cccs3)c2c1=O	7	-4	-5	-2	1	14	0.2	-7	-14

As entered above:
`COc1ccccc1/C=C/C(=O)OCC(=O)Nc1cc(C(F)(F)F)ccc1N1CCOCC1` in M1 ag is entered as -4
`CCOC(=O)c1cccc(NC(=O)C2(S(=O)(=O)c3ccc(C)cc3)CC2)c1` in OXTR potentiate is entered as -5

(further entries)
SMILES	M1 ag	OXTR potentiate	CHRM4 antagonist	CHO-K1 Ca antag	CHRM4 agonist	CHRM1 PAM	M1 ag parental	CHO parental Ca	M1 antag
O=C1N[C@@H](Cc2ccccc2)C(=O)N2[C@@H]3N(S(=O)(=O)c4ccc(F)cc4)c4ccccc4[C@]3(Br)C[C@@H]12	-4	-14	-2	-13	11	6	1.7	-31	-2
COC(=O)c1ccccc1NC(=O)COC(=O)CSc1nnc(N)s1	-2	-8	9	-9	1	0	0.9	-6	12
Cn1c(C(=O)OC(C(=O)NC2CCCCC2)c2ccncc2)cc2sccc21 (stereo not given)	-5	-1	9	-5	-1	4	1.0	-8	-10
COCCCN(Cc1ccco1)C(=O)Cn1ncc2c([nH]c3ccccc32)c1=O	2	-13	8	1	16	-3	6.2	-12	12
O=C(NCc1ccccc1)c1ccc2c(c1)C(=O)N(CC1CCCO1)C2=O (stereo not given)	1	-14	-4	1	4	14	1.2	-6	-11
Cc1ccc(S(=O)(=O)NC[C@H]2O[C@@H](n3cnc4c(N)ncnc43)[C@H](O)[C@@H]2O)cc1	-2	nt	-5	-15	3	-1	0.8	nt	-21
O=C(Cn1c(=O)oc2cc(S(=O)(=O)N3CCCC3)ccc21)N1CCN(c2ccccc2F)CC1	-2	-9	2	-5	2	2	1.4	-6	-8
Cc1nnc(SCc2ccccc2)n1CC1CCCO1 (stereo not given)	-4	-9	-4	-11	1	8	0.2	-10	-17
O=C(CN1CCN(S(=O)(=O)c2cccc(Br)c2)CC1)NCCc1cccs1	-1	-8	-13	-23	11	2	6.5	-18	-6
CS(=O)(=O)Nc1nnc(C2CCCC2)s1	-10	-2	2	-6	1	14	1.3	-18	-3
